Sm TGR inh: inhibitors of Schistosoma mansoni thioredoxin glutathione reductase; purified TGR, DTNB reduction, TNB absorbance 405 nm; Q962Y6; 360,000 compounds, 3% hits; AID 485364; Potency, µM (titrated, usually from 114 µM), without a hit: at the top dose activity change, negative = inhibition, hits mostly inhibitors; further: potency means the concentration at half of the fitted maximal effect; nearly all actives have a fitted effect of over 60% in size
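Kinetic colorimetric format: TGR-catalysed, NADPH-driven DTNB reduction monitored via TNB absorbance. Enzyme dispensed at 20 nM; compound exposure 15 min at room temperature before reaction start.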
Giardia FBPA inh: inhibitors of Giardia lamblia fructose-1,6-bisphosphate aldolase | A8B2U2 | purified Giardia FBPA | Potency, µM (doses to about 59.6 µM), inactives show top-dose activity, negative = inhibition, hits mostly inhibitors | 290,000 compounds, 0.71% hits; further: potency means the concentration at half of the fitted maximal effect; nearly all actives have a fitted effect of over 55% in size
Target sequence (A8B2U2 whole entry, looked up): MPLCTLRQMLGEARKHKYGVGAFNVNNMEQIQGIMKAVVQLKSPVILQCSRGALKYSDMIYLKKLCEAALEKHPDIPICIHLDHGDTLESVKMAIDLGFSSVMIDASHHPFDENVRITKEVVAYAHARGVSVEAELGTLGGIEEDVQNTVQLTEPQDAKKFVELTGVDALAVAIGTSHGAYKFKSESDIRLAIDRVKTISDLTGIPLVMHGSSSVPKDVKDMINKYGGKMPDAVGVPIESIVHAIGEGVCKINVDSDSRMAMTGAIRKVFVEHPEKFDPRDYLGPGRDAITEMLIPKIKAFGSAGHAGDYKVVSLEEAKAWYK
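Giardia FBPA (40 nM reagent) was preincubated 10 min at RT with compound (up to 57.5 uM final), then substrate plus GAPDH/TPI/NAD/arsenate coupling system with diaphorase/resazurin was added; resorufin fluorescence (525/598 nm) was read after 20 min.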
AmpC detergent: inhibitors of E. coli AmpC beta-lactamase with detergent. P00811. AmpC hydrolysis of nitrocefin, absorbance 480 nm, 0.01% Triton. Potency, µM (doses to about 114 µM), without a hit: at the top dose activity change, negative = inhibition, hits mostly inhibitors. 370,000 compounds, 0.041% hits;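 further: potency means the concentration at half of the fitted maximal effect; 0% = no-compound wells and -100% = no-enzyme wells; nearly all actives have a fitted effect of over 25% in size; some results filed as inactive show a strong effect at the top dose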
Target sequence (P00811 whole entry, looked up): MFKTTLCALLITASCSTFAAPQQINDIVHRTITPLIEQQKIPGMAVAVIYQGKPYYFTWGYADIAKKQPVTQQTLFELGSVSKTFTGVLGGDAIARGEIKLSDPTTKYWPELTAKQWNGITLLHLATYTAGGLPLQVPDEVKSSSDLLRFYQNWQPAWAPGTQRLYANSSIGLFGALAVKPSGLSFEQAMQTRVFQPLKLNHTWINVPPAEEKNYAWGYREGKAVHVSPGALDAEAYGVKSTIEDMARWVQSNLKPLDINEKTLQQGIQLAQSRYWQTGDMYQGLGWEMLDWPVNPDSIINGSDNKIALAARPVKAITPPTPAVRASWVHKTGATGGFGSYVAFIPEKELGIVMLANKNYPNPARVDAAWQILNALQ
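20 mM phosphate pH 7.0 + 0.01% (detergent screen) or 0.0001% Triton X-100; 5.3 nM AmpC reagent; cpd preinc 15 min RT; nitrocefin (800 uM stock) to start; A480 q20 s × 4 min; Activity was normalised to no-enzyme and no-compound control wells.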
AmpC inh no detg: blocks E. coli AmpC beta-lactamase in detergent-free assay. P00811. AmpC nitrocefin hydrolysis, absorbance 480 nm, 0.0001% Triton. Potency, µM (titrated, usually from 57.1 µM), without a hit: at the highest dose activity change, negative = inhibition, most hits filed as inhibitors. 330,000 compounds, 0.52% hits. AID 485341;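 further: potency means the concentration at half of the fitted maximal effect; plate controls were no compound for no effect and no enzyme for full effect; nearly all actives have a fitted effect of over 20% in size; some results filed as inactive show a strong effect at the top dose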
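AmpC (5.3 nM in the dispensed reagent) in 20 mM phosphate pH 7.0 with 0.01% (detergent screen) or 0.0001% Triton X-100 was preincubated with compounds for 15 min at room temperature. Nitrocefin was then added from an 800 uM solution, and hydrolysis was followed at 480 nm.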
AMA1 RON2 block: disrupts binding of P. falciparum AMA1 to RON2; AlphaScreen AMA1-biotinylated RON2 peptide binding; Potency, µM (series often up to 58.2 µM), for the others: at the highest dose activity change, negative = inhibition, usual class: inhibitors; 360,000 compounds, 0.2% hits;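 further: potency means the concentration at half of the fitted maximal effect; 0% = vehicle wells and -100% = peptide control; nearly all actives have a fitted effect of over 45% in size; some results filed as inactive show a strong effect at the top dose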
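AMA1 (3D7) with his tag at 25 nM final met compounds first, then biotinylated RON2 peptide at 25 nM; detection used donor plus acceptor beads, 10 µg/mL apiece, read by AlphaScreen after 30 min at room temperature.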
HCMV inh: human cytomegalovirus inhibition. HFF cells, HCMV-luciferase reporter, 72 h; active compounds read low. activity change, negative = inhibition, % at 57.5 µM. 410,000 compounds, 4.5% hits; in the data active means activity change below about -60%; inconclusive means no clear call, values can overlap the other calls; inactive means above about -39%
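Cell-based, HFFs, 1000 cells/well, 16 h 37C; cpds in DMSO + HCMV-luc, MOI 1 PFU/cell; 72 h 37C; OneGlo luminescence after 5 min RT; norm. to buffer vs Salinomycin 10uM.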
Numbers without * were called inactive; ? = inconclusive; . = no result given; [ ] = another dose, or the depositor's remark. Unless noted, the call rests on the fitted dose curve; in most records, active means well fitted curve in the direction sought with a large enough effect; inconclusive means small, poorly fitted or top-dose-only effect, or another doubt; inactive means no such curve, though single readings can be large; an effect the other way counts as inactive or inconclusive. Unless noted, on the % scale 0 is the no-effect control and ±100 the full control effect. An unsorted share of the library. About 7.8% of those tested had a hit in this group.

Abbreviations – A = Sm TGR inh; B = Giardia FBPA inh; C = AmpC detergent; D = AmpC inh no detg; E = AMA1 RON2 block; F = HCMV inh
> CC(C)Sc1ncc(Cl)c(C(=O)Nc2ccc(S(=O)(=O)N3CCCCC3C)cc2)n1 (stereo unspecified)
  A = -4%	B = .	C = 18%	D = .	E = .	F = -7

> CC1(C)CC(=O)C2=C(C1)OC(N)=C(C#N)C2c1ccc2c(c1)OCO2 (stereo unspecified)
  A = 0%	B = -2%	C = -17%	D = -28%	E = 8%	F = -3

> COc1ccccc1S(=O)(=O)Cc1ccc(C(=O)NCc2ccc(C)cc2)o1
  A = -32%	B = -2%	C = -13%	D = 13%	E = -6%	F = 22

> Cc1ccccc1NC(=O)NC1CCCCCCC1
  A = -2%	B = 2%	C = 1%	D = -10%	E = 14%	F = -9

> Cc1ccc(NC(=O)c2ccc(OCc3c(C)noc3C)cc2)cc1C
  A = .	B = .	C = .	D = -42%	E = -6%	F = ?

> O=C(CSc1nc2ccccc2[nH]1)c1ccco1
  A = ?	B = ?	C = -18%	D = -21%	E = -12%	F = 41

> O=C(CN(C(=O)c1ccco1)c1cccc(F)c1)NCc1ccc(F)cc1
  A = -27%	B = 0%	C = -6%	D = -2%	E = 31%[activator]	F = -12

> Cc1nn(Cc2ccccc2Cl)c2sc(C(=O)NC(C)(C)C)cc12
  A = -1%	B = 0%	C = 0%	D = 22%	E = 5%	F = ?

> Clc1ccc(N2CCN(c3ncnc4c3cnn4-c3ccccc3)CC2)cc1Cl
  A = 9%	B = .	C = 13%	D = .	E = .	F = -3

> Cn1nnnc1Sc1ncnc2scc(-c3ccc(F)cc3)c12
  A = 3%	B = 1%	C = 3%	D = -18%	E = 1%	F = -76*

> Nc1[nH]n(-c2ccccc2)c(=O)c1N=Nc1ccc2ncsc2c1
  A = -20%	B = -14%	C = -5%	D = 115%[activator]	E = -7%	F = -27

> O=S(=O)(c1cc(Cl)c(Cl)cc1Cl)N1CCN2CCCC2C1 (stereo unspecified)
  A = -7%	B = -9%	C = 3%	D = 45%	E = -2%	F = -8

> Cn1c(=O)c2cc(S(=O)(=O)NC(C(=O)Nc3cccnc3)c3ccccc3)ccc2n(C)c1=O (stereo unspecified)
  A = -17%	B = 1%	C = ?	D = -26%	E = 0%	F = -15

> COc1ccc(Cl)cc1-c1n[nH]c(=S)n1Cc1ccccc1
  A = 0%	B = 22%	C = -6%	D = -31%	E = 57%[activator]	F = 17

> Cc1ccc(CN2CCN(Cc3cccn3-c3ccccn3)CC2CCO)cc1 (stereo unspecified)
  A = -20%	B = -1%	C = -2%	D = 11%	E = -3%	F = 29

> Cc1cc(C)n(-c2nc(NCCC(C)C)c3c4c(sc3n2)COC(C)(C)C4)n1
  A = 0%	B = 14%	C = ?	D = -18%	E = -14%	F = -96*

> Cc1nnc(SCC(=O)NNC(=O)COc2ccc(Br)cc2)n1C
  A = 0%	B = .	C = 1%	D = -19%	E = 129%[activator]	F = -33

> C=CCNC(=O)Nc1ccc2nc(C)sc2c1
  A = 14%	B = 2%	C = 10%	D = -8%	E = -9%	F = ?

> Cc1nc2c(c(C)nn2-c2ccccc2)c(C)c1CCC(=O)Nc1ccc(F)cc1
  A = 7%	B = .	C = 17%	D = .	E = .	F = -30

> CC1=NNC(=O)C1CCC(=O)N/N=C/C(Br)=C/c1ccccc1 (stereo unspecified)
  A = -36%	B = -3%	C = 1%	D = -23%	E = -7%	F = -22

> COc1ccc(Nc2ncnc3ccc(C)cc23)cc1
  A = -11%	B = 6%	C = -2%	D = -32%	E = 9%	F = -72*

> COc1ccccc1CC1C(=O)C2CCN1CC2 (stereo unspecified)
  A = 0%	B = -2%	C = 3%	D = -10%	E = 2%	F = 17

> O=[N+]([O-])c1cc(/C=N/NC(=S)Nc2ccccc2Cl)ccc1Cl
  A = -1%	B = 7%	C = ?	D = -34%	E = 52%[activator]	F = 14

> CCCC[C@H]1COCCS(=O)(=O)N1Cc1ccc(Br)cc1
  A = -1%	B = -4%	C = -11%	D = 93%[activator]	E = -2%	F = -32

> Cc1[nH]c2ccccc2c1N=Nc1c(C)n(C)n(-c2ccccc2)c1=O
  A = -1%	B = -13%	C = ?	D = -17%	E = -14%	F = 20

Next part:
Abbreviations – A = Sm TGR inh; B = Giardia FBPA inh; C = AmpC detergent; D = AmpC inh no detg; E = AMA1 RON2 block; F = HCMV inh
> Cc1ccc(NC(=O)c2ccc(NC(=O)N3CCSc4ncccc43)cc2)c(C)c1
  A = -3%	B = .	C = -2%	D = .	E = .	F = ?

> Cc1ccc(S(=O)(=O)N2CCOCC2)cc1C(=O)OCC(=O)Nc1ccc2[nH]c(=O)[nH]c2c1
  A = 4%	B = .	C = -13%	D = -2%	E = -1%	F = -4

> C/C(=N\NC(=O)c1nn(C)cc1Cl)c1ccncc1
  A = 7%	B = 4%	C = 1%	D = -19%	E = 5%	F = -11

> O=C(CCSCc1cccc(Cl)c1)NC1CCCC1
  A = 0%	B = -1%	C = -5%	D = -7%	E = -12%[11.6 µM]	F = -7

> COc1ccc(NC(=O)C2C3C=CC4(CN(Cc5cccnc5)C(=O)C24)O3)c(OC)c1 (stereo unspecified)
  A = 0%	B = ?	C = -3%	D = -7%	E = 0%	F = -12

> COc1ccc2cc(S(=O)(=O)NC3CC(C)(C)NC(C)(C)C3)ccc2c1
  A = -5%	B = .	C = 6%	D = 22%	E = -2%	F = -4

> COc1ccc(CNC(=O)CN(Cc2ccc(F)cc2)C(=O)CCC(=O)Nc2nccs2)cc1
  A = 12%	B = 20%	C = ?	D = 42%	E = -5%	F = 12

> O=C(O)C(NC(=O)C1CCCN1C(=O)OCc1ccccc1)c1ccccc1 (stereo unspecified)
  A = 0%	B = 3%	C = -6%	D = -8%	E = -4%	F = -13

> COc1cc(OC)cc(C(=O)NCCCNC(=O)c2ccccn2)c1
  A = 6%	B = 13%	C = -10%	D = -6%	E = 22%	F = -27

> CC(=O)c1ccc(N2CCN(CC(=O)N(CC(C)C)c3c(N)n(CC(C)C)c(=O)[nH]c3=O)CC2)cc1
  A = 3%	B = 4%	C = 1%	D = -14%	E = -10%	F = 7

> CCCCn1cnc2c1c(=O)n(CC(=O)c1cc(C)n(C)c1C)c(=O)n2CC(C)C
  A = -10%[11.4 µM]	B = 6%	C = -13%	D = 126%[activator]	E = -8%	F = -7

> COc1ccc(C(=O)N=S2CCN(C(=O)c3ccc(Cl)cc3)CC2)cc1
  A = 0%	B = 2%	C = -3%	D = 49%	E = -9%	F = -10

> COc1ccc(C)cc1-n1nnnc1SCC(=O)c1ccc2c(c1)OCCO2
  A = -14%	B = -1%	C = -2%	D = -31%	E = -5%	F = 7

> C/C(N)=C(/C#N)C(=O)CSc1nc2ccccc2c(=O)n1Cc1ccc(F)cc1
  A = 3%	B = -11%	C = 5%	D = -26%	E = 29%	F = 0

> COc1nnc(-c2ccc(N3CCCCC3)c(NC(=O)C3CCCCC3)c2)c2ccccc12
  A = 0%	B = 2%	C = -7%	D = -28%	E = 38%[activator]	F = -101*

> CCN(CC(=O)NC1CCS(=O)(=O)C1)S(=O)(=O)c1cc(C)ccc1C (stereo unspecified)
  A = -11%	B = .	C = -11%	D = -8%	E = -1%	F = -34

> N#C/C(=C\c1cc(Cl)c(OCc2ccc(Cl)cc2)c(Cl)c1)C(N)=O
  A = 0%	B = 0%	C = -12%	D = -36%	E = .	F = .

> C[N+](C)(C)CCN(Cc1ccc(Cl)cc1)c1ccccn1
  A = -37%	B = 3%	C = ?	D = 26%	E = -9%	F = -63*

> CCOC(=O)c1[nH]c(C)c(/C(O)=C2\C(=O)C(=O)N(CCCN3CCOCC3)C2c2cccs2)c1C (stereo unspecified)
  A = ?	B = -6%	C = 2%	D = -23%	E = 14%	F = -25

> O=c1cccc2n1CC1CC2CN(CC(O)CN2CC3CC(C2)c2cccc(=O)n2C3)C1 (stereo unspecified)
  A = ?	B = -5%	C = -8%	D = -3%	E = -2%	F = 21

> CC(=O)c1c(C)[nH]c(C(=O)OCc2cc(=O)n3cc(Br)ccc3n2)c1C
  A = ?	B = .	C = -1%	D = -25%	E = -2%	F = -14

> O=C(CCNS(=O)(=O)c1ccc2c(c1)CCN2C(=O)C1CC1)N1CCN(c2ccc(F)cc2)CC1
  A = -17%	B = .	C = -5%	D = .	E = .	F = -37

> Cc1c(C(=O)N2CCCC2)sc(NC(=O)c2ccccc2)c1C#N
  A = 2%	B = 0%	C = ?	D = -30%	E = 7%	F = -2

> Cc1cc(C)cc(-n2c(SCC(=O)N3CCCC3)nc3c([nH]c4ccccc43)c2=O)c1
  A = 3%	B = .	C = 3%	D = .	E = .	F = 0

> CCc1noc(C)c1C(=O)N1CCN(S(=O)(=O)c2c(C)c(C)cc(C)c2C)CC1
  A = -2%	B = .	C = -23%	D = ?	E = 6%	F = -21

> CCCc1[nH]nc2c1C(c1cccc(OC)c1)C(C#N)=C(N)O2 (stereo unspecified)
  A = ?	B = -15%	C = 2%	D = -21%	E = 36%[activator]	F = -1

By substructure: the compounds so far with fluorine (6)
Abbreviations – A = Sm TGR inh; B = Giardia FBPA inh; C = AmpC detergent; D = AmpC inh no detg; E = AMA1 RON2 block; F = HCMV inh
> O=C(CN(C(=O)c1ccco1)c1cccc(F)c1)NCc1ccc(F)cc1
  A = -27%	B = 0%	C = -6%	D = -2%	E = 31%[activator]	F = -12

> Cn1nnnc1Sc1ncnc2scc(-c3ccc(F)cc3)c12
  A = 3%	B = 1%	C = 3%	D = -18%	E = 1%	F = -76*

> Cc1nc2c(c(C)nn2-c2ccccc2)c(C)c1CCC(=O)Nc1ccc(F)cc1
  A = 7%	B = .	C = 17%	D = .	E = .	F = -30

> COc1ccc(CNC(=O)CN(Cc2ccc(F)cc2)C(=O)CCC(=O)Nc2nccs2)cc1
  A = 12%	B = 20%	C = ?	D = 42%	E = -5%	F = 12

> C/C(N)=C(/C#N)C(=O)CSc1nc2ccccc2c(=O)n1Cc1ccc(F)cc1
  A = 3%	B = -11%	C = 5%	D = -26%	E = 29%	F = 0

> O=C(CCNS(=O)(=O)c1ccc2c(c1)CCN2C(=O)C1CC1)N1CCN(c2ccc(F)cc2)CC1
  A = -17%	B = .	C = -5%	D = .	E = .	F = -37

Some of the entries so far, tab-delimited.
structure	Sm TGR inh	Giardia FBPA inh	AmpC detergent	AmpC inh no detg	AMA1 RON2 block	HCMV inh
O=C(CCSCc1cccc(Cl)c1)NC1CCCC1	0%	-1%	-5%	-7%	-12%[11.6 µM]	-7
COc1ccc(NC(=O)C2C3C=CC4(CN(Cc5cccnc5)C(=O)C24)O3)c(OC)c1 (stereo unspecified)	0%	?	-3%	-7%	0%	-12

High-throughput results (PubChem BioAssay)
